Apaf-1 inh: inhibitors of human Apaf-1 apoptosome; AID 489030; O14727; 0.71% of 330,000 active; reconstituted apoptosome caspase-3 activity, DEVD-Rh110 fluorescence; inhibition, % at 20 µM; active = inhibition of at least 40% at 20 µM;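 also: plate controls were DMSO wells for no effect and DEVD-CHO caspase inhibitor wells for full effect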
Target sequence (O14727 whole entry, looked up): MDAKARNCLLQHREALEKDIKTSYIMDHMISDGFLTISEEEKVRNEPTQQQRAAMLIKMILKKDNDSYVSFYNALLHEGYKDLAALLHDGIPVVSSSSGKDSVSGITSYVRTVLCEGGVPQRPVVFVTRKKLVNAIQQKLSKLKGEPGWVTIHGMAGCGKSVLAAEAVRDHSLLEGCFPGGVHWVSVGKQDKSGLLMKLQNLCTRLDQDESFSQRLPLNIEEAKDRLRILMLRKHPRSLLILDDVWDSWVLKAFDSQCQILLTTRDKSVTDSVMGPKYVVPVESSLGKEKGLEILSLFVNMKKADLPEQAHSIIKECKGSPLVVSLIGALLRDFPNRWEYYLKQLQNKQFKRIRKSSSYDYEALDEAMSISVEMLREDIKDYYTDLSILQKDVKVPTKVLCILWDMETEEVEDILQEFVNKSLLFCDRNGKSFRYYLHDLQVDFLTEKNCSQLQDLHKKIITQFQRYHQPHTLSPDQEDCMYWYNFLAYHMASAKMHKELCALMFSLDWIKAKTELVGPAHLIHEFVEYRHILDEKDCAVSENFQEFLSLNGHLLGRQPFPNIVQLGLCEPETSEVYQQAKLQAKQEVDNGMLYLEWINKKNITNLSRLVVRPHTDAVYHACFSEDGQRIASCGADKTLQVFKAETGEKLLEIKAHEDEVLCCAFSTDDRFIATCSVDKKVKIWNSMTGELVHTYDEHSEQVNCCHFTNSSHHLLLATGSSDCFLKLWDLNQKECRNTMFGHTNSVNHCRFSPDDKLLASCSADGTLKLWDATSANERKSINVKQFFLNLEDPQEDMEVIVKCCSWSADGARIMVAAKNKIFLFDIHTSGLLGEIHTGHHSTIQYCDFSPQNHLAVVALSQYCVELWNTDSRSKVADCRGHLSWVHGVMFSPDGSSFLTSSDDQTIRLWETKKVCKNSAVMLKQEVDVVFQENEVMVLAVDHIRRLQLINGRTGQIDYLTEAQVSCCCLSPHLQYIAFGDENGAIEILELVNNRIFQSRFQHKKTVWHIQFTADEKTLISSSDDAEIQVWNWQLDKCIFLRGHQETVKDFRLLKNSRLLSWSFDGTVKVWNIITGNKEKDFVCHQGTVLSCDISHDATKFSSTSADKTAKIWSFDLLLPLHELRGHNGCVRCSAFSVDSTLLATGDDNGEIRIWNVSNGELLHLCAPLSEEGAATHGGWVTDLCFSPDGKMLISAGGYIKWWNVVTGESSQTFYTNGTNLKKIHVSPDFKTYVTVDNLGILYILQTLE
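System: Apoptosome proteins | Medium: Hepes pH 7.5 with detergent and BSA | Also added: Cytochrome c trigger plus (Z-DEVD)2-Rh110 caspase-3 substrate | Incubation: 30 min compound preincubation, 50 min activation, room temperature | Detection: Rhodamine 110 fluorescence at Ex 480/Em 540 nm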
SENP8 block-1: blocks the human protease SENP8. Q96LD8. purified SENP8, Z-RLRGG-aminoluciferin cleavage, luminescence. inhibition, % at 10 µM. 1.2% of 330,000 active. AID 2540; in the data active = inhibition above about 50%
SENP8 block-2: SENP8 (human) protease inhibition | recombinant SENP8, Nedd8 substrate fluorescence | inhibition, % at 20 µM | 0.64% of 360,000 active | AID 602440; in the data active = inhibition mostly above about 40%, no sharp cut-off; inactive = mostly below about 27%
SENP7 block: inhibitors of human SENP7 protease. AID 434973. inhibition, % at 5 µM. recombinant SENP7, Z-RLRGG-aminoluciferin luminescence, 40 min. Q9BQF6. 1.5% of 330,000 active;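 active = inhibition above about 50% at the single test dose, limit read from the data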;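 also: plate controls were DMSO with enzyme for no effect and no enzyme buffer wells for full effect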
SENP6 block: inhibitors of human SENP6 protease; Q9GZR1; Recombinant SENP6 catalytic domain, aminoluciferin luminescence; inhibition, % at 10 µM; 1.8% of 330,000 active; AID 2599;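 active = inhibition above about 50% at the single tested dose, limit read from the data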;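 also: plate controls were DMSO wells with enzyme for no effect and DMSO wells lacking enzyme for full effect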
SENP1 FRET inh: blocks the human SENP1 SUMO protease catalytic domain; Q9P0U3; recombinant SENP1 catalytic domain, CyPet-SUMO1-YPet FRET cleavage; inhibition, % at 10 µM; 0.21% of 360,000 active; AID 624204;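 active = inhibition at least 30% at 10 µM, raw YFP signal under a set limit, fluorescence ratio 0.5 to 1.5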;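 also: 0% = enzyme with DMSO and 100% = no enzyme wells; some results filed as inactive read as strong as hits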
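system = hSENP1 catalytic domain, recombinant | reagent = SFCypet-SUMO1-SFYpet substrate at 25 nM | doses = one dose per compound, 10 µM, 0.5% DMSO | incubation = enzyme reaction for 50 min at room temperature, dark | measured by = FRET, CFP and YFP emission | controls = no-enzyme low, enzyme-DMSO high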
HKDC1 inh: blocks human hexokinase HKDC1 activity | AID 493160 | Q2TB90 | inhibition, % at 20 µM | recombinant HKDC1, G6PDH/diaphorase resazurin coupled fluorescence | 0.16% of 340,000 active;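 active = inhibition above about 35% when tested at 20 µM, limit read from the data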;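 also: plate controls were DMSO wells with enzyme for no effect and DMSO wells lacking enzyme for full effect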
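System: Recombinant HKDC1 hexokinase | Amount: HKDC1 at 5 µg/mL | Reagent: Glucose with 1 mM ATP | Doses: Single 20 µM dose | Incubation: Reaction time 90 min, room temperature, protected from light | Signal: Coupled resazurin fluorescence, excitation 525 nm, emission 613 nm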
PfGluPho inh: PfG6PD (Plasmodium falciparum) enzyme inhibition. AID 504690. 0.78% of 350,000 active. inhibition, % at 20 µM. PfGluPho enzyme, NADPH resazurin-diaphorase fluorescence;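 active = inhibition reaching at least a set limit at 20 µM in the primary screen, cut at about 59% in these data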;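 also: 0% = DMSO wells with substrate and 100% = DMSO wells lacking glucose-6-phosphate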
NALP3 yeast inh: blocks the NALP3 inflammasome reconstituted in yeast. Yeast reconstituted NLRP3/ASC/caspase-1, beta-gal luminescence, 24 h. inhibition, % at 10 µM. 0.39% of 330,000 active. AID 2825;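 active = inhibition of 50% or more; inactive = inhibition below 50%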;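 also: plate controls were induced DMSO wells for no effect and uninduced yeast grown without galactose for full effect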
Starred values were filed as active, the others as inactive; · = no result given.

nr | Compound | Apaf-1 inh | SENP8 block-1 | SENP8 block-2 | SENP7 block | SENP6 block
1 | COc1ccc(-c2c(C)nn3c(C)cc(C)nc23)cc1 | 0 | -4 | 14 | 1 | -2
2 | COc1ccc2c(=O)c(-c3ccc(C)cc3)c(-c3ccccc3)oc2c1 | 21 | · | 6 | 10 | ·
3 | Cc1ccc(S(=O)(=O)N2CCCC(C(=O)NCc3ccccc3F)C2)cc1 (stereo not drawn) | 0 | 0 | 3 | -11 | 8
4 | CSc1ccccc1NC(=S)Nc1ccccc1C(F)(F)F | -2 | -9 | 14 | -2 | 2
5 | OC(CN1CCN(c2cccc(C(F)(F)F)c2)CC1)c1c[nH]c2ccccc12 (stereo not drawn) | 16 | -12 | -1 | -3 | -3
6 | CC(c1ccco1)N(C(=O)Nc1ccccc1)C1CCCCC1 (stereo not drawn) | 9 | -2 | 3 | -12 | -10
7 | COCC(C)n1c(SC(C)C(=O)NC2CCCCC2C)nc2ccccc2c1=O (stereo not drawn) | 14 | 0 | -1 | -7 | -17
8 | CCc1c(C)[nH]c2nc3ccccc3n2c1=O | 18 | 1 | -238 | 7 | -9
9 | O=C(CSc1nnc(CNC(=O)c2c(F)cccc2F)o1)NCCc1ccccc1 | -4 | 4 | 1 | -1 | 2
10 | CCCCC(NC(=O)c1ccc(C#N)cc1)C(=O)NCCC (stereo not drawn) | 4 | -5 | 10 | 4 | -12

nr | SENP1 FRET inh | HKDC1 inh | PfGluPho inh | NALP3 yeast inh
1 | 3 | 0 | 9 | 25
2 | -1 | -8 | -8 | ·
3 | 1 | -2 | -7 | 26
4 | 2 | -3 | 14 | 3
5 | 2 | -1 | 14 | 28
6 | 2 | -12 | -1 | -1
7 | 1 | -6 | -3 | -2
8 | 0 | -5 | -13 | 18
9 | 0 | 0 | -12 | 8
10 | -1 | -4 | -5 | 21

Continued.
nr | Compound | Apaf-1 inh | SENP8 block-1 | SENP8 block-2 | SENP7 block | SENP6 block
11 | COc1ccc(NC(=O)CCC(=O)N/N=C/c2cn(C)nc2C)cc1 | -1 | 4 | 5 | -8 | 11
12 | Cc1ccn2c(NC3CCCC3)c(-c3ccccn3)nc2c1 | 0 | 0 | -38 | 7 | 1
13 | Cc1sc(NC(=O)CN(Cc2ccc(F)cc2)C(=O)C(C)C)c(C(N)=O)c1C | -4 | -2 | -1 | 0 | -3
14 | CCc1nnc(NC(=O)CSc2nnc(-c3ccccc3O)n2CC)s1 | -11 | -7 | 14 | -11 | 1
15 | C#CCSc1n[nH]c(=O)n1-c1cccc(C(F)(F)F)c1 | -4 | -10 | 17 | 5 | -4
16 | O=C(NCCCN1CCOCC1)c1onc(CSc2nc3ccccc3[nH]2)c1C(=O)NCCCN1CCOCC1 | 16 | -14 | 8 | -1 | -2
17 | CC(C)N1C(=O)C(=O)N(CC(=O)N2c3ccccc3NC(=O)CC2C)C1=O (stereo not drawn) | 5 | -4 | 5 | 5 | -3
18 | CCCCOC(=O)CNc1nnc(SCC(=O)OCC)[nH]c1=O | -3 | -2 | 4 | 0 | -11
19 | Cn1c(Cc2cccs2)nnc1SC/C=C/c1ccccc1 | -3 | 3 | 16 | 5 | 0
20 | Cn1c(=O)c2c(O)c(C=NCc3ccccc3)c(=O)n(C)c2n(C)c1=O | -6 | -7 | -6 | -4 | -24

nr | SENP1 FRET inh | HKDC1 inh | PfGluPho inh | NALP3 yeast inh
11 | 3 | -2 | -9 | 20
12 | -4 | 7 | 5 | 6
13 | -1 | -6 | 4 | 11
14 | -1 | -4 | -18 | 12
15 | -1 | 0 | -4 | 23
16 | -4 | -3 | 5 | 12
17 | -2 | -2 | 3 | 16
18 | 1 | -1 | 18 | 26
19 | 2 | -8 | -20 | 10
20 | 0 | 1 | -14 | 12

(listing goes on)
nr | Compound | Apaf-1 inh | SENP8 block-1 | SENP8 block-2 | SENP7 block | SENP6 block
21 | O=C(NCc1ccc(Cl)cc1)c1ccc(COCC(F)(F)F)o1 | 3 | 0 | 7 | 6 | -9
22 | COc1ccc2[nH]cc(CCNC(=O)C3CCCNC3=O)c2c1 (stereo not drawn) | -1 | 4 | -4 | -2 | 6
23 | Cc1ccc(C(=O)N2CCCC(CCC(=O)N3CCN(c4ccccn4)CC3)C2)cc1C (stereo not drawn) | 12 | -3 | -5 | 3 | 5
24 | CCC(C(=O)Nc1cc(C)cc(C)n1)c1ccccc1 (stereo not drawn) | -2 | 3 | 9 | 3 | 1
25 | CCOC(=O)C(NC(=O)c1ccccc1)(OCc1ccccc1)C(F)(F)F (stereo not drawn) | 11 | -4 | 25 | 4 | -4
26 | Cc1cccc(/C=N/NC(=O)c2ccncc2)n1 | 1 | 3 | 15 | 10 | -16
27 | CCCCCNCc1cccn1C | 4 | -13 | 6 | 10 | -28
28 | COc1ccccc1Nc1nc2c(s1)CCC2 | 2 | -11 | 32 | -4 | -15
29 | CCc1ccc(C(=O)COC(=O)c2cccnc2Cl)cc1 | 6 | 88* | -4 | 94* | 93*
30 | O=c1oc2ccccc2n1Cc1cccc(Cl)c1 | -13 | -4 | 12 | 12 | 4

nr | SENP1 FRET inh | HKDC1 inh | PfGluPho inh | NALP3 yeast inh
21 | 0 | -5 | 1 | 22
22 | 3 | -1 | -6 | 15
23 | 1 | -4 | 3 | 24
24 | 1 | -3 | -1 | 11
25 | 2 | -13 | 6 | 13
26 | 4 | 2 | -7 | 12
27 | 3 | -5 | -20 | 7
28 | -8 | 8 | 21 | 7
29 | 0 | 9 | -10 | 17
30 | 0 | 3 | -30 | -12

New compounds follow:
nr | Compound | Apaf-1 inh | SENP8 block-1 | SENP8 block-2 | SENP7 block | SENP6 block
31 | O=c1c2ccccc2nc2n1C(CSCc1cccc(C(F)(F)F)c1)CS2 (stereo not drawn) | 15 | -6 | -5 | 1 | -3
32 | O=C(O)CC(C(=O)OC1CCCCC1)N1CCOCC1 (stereo not drawn) | -8 | -6 | 13 | 4 | -2
33 | Cc1cccc(C)c1OCCOC(=O)c1cccc(S(=O)(=O)N2CCOCC2)c1 | 3 | -1 | 3 | 3 | 7
34 | C/C(CC(=O)Nc1cccc(Cl)c1C)=N\NC(=O)Cc1csc(N)n1 | 1 | 2 | 15 | -9 | 7
35 | COc1ccc(CCNC(=O)/C(C#N)=C2\N=C(NC(=O)c3cccs3)c3ccccc32)cc1 | 18 | 3 | 14 | -8 | -9
36 | COc1ccc(-c2cn(-c3ccc(C)cc3C)c(=S)[nH]2)cc1OC | 15 | -7 | -9 | -3 | -14
37 | COc1ccccc1Nc1c([N+](=O)[O-])cc(C)cc1[N+](=O)[O-] | 5 | -8 | 25 | -2 | -3
38 | Cc1ccc(C(CC(=O)O)NC(=O)CN2C(=O)c3ccccc3C2=O)cc1 (stereo not drawn) | 3 | 8 | 5 | 5 | -21
39 | Cc1noc(C)c1CSc1ccccc1C(=O)OC(C)C(N)=O (stereo not drawn) | 1 | 10 | 0 | -1 | -24
40 | CC(=O)N1CCC2(CC1)C/C(=N\NC(=S)Nc1ccc(C)cc1)c1cc(O)ccc1O2 | 2 | -4 | -375 | 13 | 1

nr | SENP1 FRET inh | HKDC1 inh | PfGluPho inh | NALP3 yeast inh
31 | 0 | 4 | 24 | 14
32 | 0 | -9 | -14 | 17
33 | 0 | -3 | -7 | 20
34 | 1 | 1 | -20 | 18
35 | -24 | -1 | -2 | 1
36 | -6 | 1 | 24 | 10
37 | 3 | -4 | -1 | 10
38 | -186 | -6 | 5 | -4
39 | -1 | -5 | 4 | 11
40 | -3 | 5 | 35 | 22

Next section.
nr | Compound | Apaf-1 inh | SENP8 block-1 | SENP8 block-2 | SENP7 block | SENP6 block
41 | COc1ccc(-c2cc(=O)oc3cc(OCC(=O)N4CCOCC4)ccc23)cc1 | 1 | -2 | -33 | -7 | -10
42 | COC(=O)CN(c1ccc(C)cc1)S(=O)(=O)c1ccc(F)cc1 | 3 | 0 | 0 | 3 | 4
43 | COc1ccc(C(=O)/C=C/c2cc(C(=O)O)cc3c2OCOC3)c(O)c1 | -11 | 5 | 12 | 19 | 17
44 | CCOc1ccc2[nH]cc(-c3csc(N)n3)c2c1 | 11 | -3 | -25 | 0 | 19
45 | Cc1cc(C)cc(NC(=S)N(CCN(C)C)C(C)c2cccnc2)c1 (stereo not drawn) | -4 | -6 | 21 | 8 | 4
46 | Cc1cccc(C(=O)OCC(=O)N2CCCCCC2)c1 | -12 | 1 | -2 | -7 | -7
47 | O=C(CSc1nnc(-c2ccc(OC(F)F)cc2)o1)N1CCOCC1 | 0 | -8 | 12 | -6 | -11
48 | CCc1ccc(NC(=O)NCc2ccc3c(c2)OCO3)cc1 | 1 | -8 | -1 | 1 | -14
49 | C/C(CC(=O)Nc1ccc(C)c(Cl)c1)=N\NC(=O)c1ccncc1 | · | · | 17 | · | ·
50 | Cc1cc(-c2nc(C)c(C(=O)NNS(=O)(=O)c3ccc(Cl)cc3Cl)s2)no1 | 2 | -9 | 30 | -9 | -21

nr | SENP1 FRET inh | HKDC1 inh | PfGluPho inh | NALP3 yeast inh
41 | -21 | 0 | -7 | 18
42 | 3 | -3 | -3 | 58*
43 | 0 | 5 | 2 | 5
44 | -21 | 6 | 11 | 12
45 | 2 | -3 | -14 | -5
46 | 1 | -8 | 5 | 16
47 | 2 | 0 | -9 | 0
48 | 0 | 0 | 13 | 16
49 | -1 | 10 | -17 | ·
50 | 2 | 2 | -4 | -15

Some entries already given, reduced to PfGluPho inh.
| # | Molecule | PfGluPho inh |
| --- | --- | --- |
| 36 | COc1ccc(-c2cn(-c3ccc(C)cc3C)c(=S)[nH]2)cc1OC | 24 |
| 37 | COc1ccccc1Nc1c([N+](=O)[O-])cc(C)cc1[N+](=O)[O-] | -1 |
| 38 | Cc1ccc(C(CC(=O)O)NC(=O)CN2C(=O)c3ccccc3C2=O)cc1 (stereo not drawn) | 5 |
| 39 | Cc1noc(C)c1CSc1ccccc1C(=O)OC(C)C(N)=O (stereo not drawn) | 4 |

Structural class: the entries above with a cyano group (two)
nr | Compound | Apaf-1 inh | SENP8 block-1 | SENP8 block-2 | SENP7 block | SENP6 block
10 | CCCCC(NC(=O)c1ccc(C#N)cc1)C(=O)NCCC (stereo not drawn) | 4 | -5 | 10 | 4 | -12
35 | COc1ccc(CCNC(=O)/C(C#N)=C2\N=C(NC(=O)c3cccs3)c3ccccc32)cc1 | 18 | 3 | 14 | -8 | -9

nr | SENP1 FRET inh | HKDC1 inh | PfGluPho inh | NALP3 yeast inh
10 | -1 | -4 | -5 | 21
35 | -24 | -1 | -2 | 1

(cont.)
nr | Compound | Apaf-1 inh | SENP8 block-1 | SENP8 block-2 | SENP7 block | SENP6 block
51 | CCOC(=O)c1ccccc1NC(=S)N1CCCCC1 | 2 | -5 | -148 | -4 | -12
52 | CS(=O)(=O)c1nc(S(=O)(=O)c2ccc(Cl)cc2)c(N2CCC(C(N)=O)CC2)s1 | -2 | -18 | 10 | 8 | 2
53 | Cc1cccc(CS(=O)(=O)Cc2ccc(C(=O)NCc3ccccc3)o2)c1 | 2 | 0 | 15 | -4 | -2
54 | COc1cc2cc(C(c3nnnn3C3CCCC3)N3CCCCCC3)c(=O)[nH]c2cc1OC (stereo not drawn) | 11 | -15 | -244 | -7 | -18

nr | SENP1 FRET inh | HKDC1 inh | PfGluPho inh | NALP3 yeast inh
51 | -1 | -12 | -11 | -8
52 | -1 | -2 | -4 | 10
53 | 0 | 0 | -1 | 7
54 | -8 | -6 | 27 | -2

Screens (PubChem BioAssay)
